SKBR3 24h inh – SK-BR-3 proliferation inhibitors, primary screen, cell-based, human, 24 h; SK-BR-3 viability, CellTiter-Glo ATP luminescence; hits give low values; viability, % at 10 µM; 0.47% of 41,000 active; AID 847, 2007;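 active = viability at or below the median of all test compounds minus 3 SD, in both replicates if run twice, cut at about 45% in these data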;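 also: 100% = median untreated cell wells and 0% = median positive control drug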
* = called active by the depositor. This is a subset; count on the stated rates, not on these rows.

SMILES	SKBR3 24h inh
Cc1ccccc1NC(=O)C1Cc2ccccc2C(=O)O1 (configuration not stated)	101.1
CN1C(=O)c2ccc(S(=O)(=O)c3ccc(C(=O)O)cc3)cc2C1=O	103.4
Cc1nc(SCC(=O)NCCc2ccccc2)n[nH]1	84.0
COC(=O)c1c(C)nc2ccccc2c1C(=O)O	109.3
Cc1cccc(N(C(=O)CCC(=O)Nc2ccccn2)C(C(=O)NC(C)C)c2ccc(O)cc2)c1 (configuration not stated)	84.0
Cc1cccc2cc(CN(CC3CCCO3)C(=O)NC3CCCCC3)c(=O)[nH]c12 (configuration not stated)	73.2
O=C(Cn1nnc(-c2ccccc2NC(=O)c2ccccc2F)n1)NCc1ccco1	89.1
O=C(Nc1nnc(C2CCCO2)s1)c1cccs1 (configuration not stated)	86.4
O=C1NCCCC2c3cc(O)c4ccccc4c3OC12N1CCCCC1 (configuration not stated)	5.1*
COc1c(Cl)cc(Cl)cc1C(=O)Nc1ccccc1N1CCN(C(C)=O)CC1	77.4
Cn1c(-c2ccc3c(c2)OCO3)cnc1NCc1cccc(Cl)c1	49.1
CCOc1ccc(CN2CCN(S(=O)(=O)c3ccc(NC(C)=O)cc3)CC2)cc1OC	99.3
Cc1ccc(NC(=O)CCn2c(=O)oc3ccccc32)cc1	74.7
O=C(c1ccco1)N1CCN(C(=O)c2cnn3cccnc23)CC1	92.5
O=S(=O)(NCc1ccc2c(c1)OCO2)c1cccc2cccnc12	100.4
COc1ccc(OCC(=O)Nc2ncc3c(n2)CC(C)(C)CC3=O)cc1	96.3
O=C(O)c1cc(-c2ccco2)nc2ccccc12	85.4
CC(NCCC(c1ccccc1)c1ccccc1)c1ccccc1 (configuration not stated)	95.0
CCS(=O)(=O)N1CCN(C2CCC(C)CC2)CC1 (configuration not stated)	109.8
CS(=O)(=O)N(CC(=O)NC1CCCCC1)c1cccc(Cl)c1	96.7
Cc1nn(C)c(C)c1NC(=O)CSc1nc(-c2ccccc2F)nc2c1cnn2-c1ccccc1	88.8
Cc1sc2ncnc(SCC(=O)c3cccs3)c2c1C	84.9
COc1nc2ccccc2c(=O)n1OCC(C)C	87.1
COc1ccc(-c2coc3cc(O)ccc3c2=O)cc1OC	63.0
Cc1oc2cc3c(C(=O)OCCN(C)C)c(C)oc3cc2c1C(=O)OCCN(C)C	103.4
O=C(NCC1CCCO1)c1c(O)c2ccccc2[nH]c1=O (configuration not stated)	95.2
CN(C)c1ccc(C(c2nnnn2CCOC(=O)Nc2ccc(Cl)cc2)N2CCOCC2)cc1 (configuration not stated)	111.3
COc1ccc(CCNc2nc(-c3ccco3)cc(C(F)(F)F)n2)cc1OC	71.8
O=C(c1ccc(N2CCCC2=O)cc1)N1CCCCCC1	108.7
COC(=O)c1cc(Br)c(=O)n(CCc2ccc(F)cc2)c1	118.6
Cn1nccc1C(=O)NCCN1C(=O)OC(C)(C)C1(C)O (configuration not stated)	81.1
N#C/C(=C(/O)CSc1nnc(Cc2cccs2)n1C1CCCCC1)c1nc2ccccc2[nH]1	85.8
COc1ccc(C2CC(=O)c3c(C)nc(N4CCN(c5ccccc5)CC4)nc3C2)cc1 (configuration not stated)	96.5
COCCN(C(=O)c1csnn1)C(C(=O)NC1CCCCC1)c1cccs1 (configuration not stated)	108.5
Cc1nn(-c2ccccc2)c2c1C(c1ccccc1)C(C#N)=C(N)O2 (configuration not stated)	90.4
C=CCNc1oc(-c2ccc(OCC)cc2)nc1C#N	96.2
C=CCNC(=O)CCCOc1cc(C)ccc1C	89.4
C=C(C)Cn1c(CCCNC(=O)CC)nc2ccccc21	93.4
COc1ccc(OC)c(NC(=O)c2c(NC(=O)c3ccco3)sc3c2CCC3)c1	110.0
Cc1ccc(C(=O)Nc2nc3ccccc3s2)s1	90.0

A draw from above in order of length of the SMILES, highest first:
SMILES	SKBR3 24h inh
Cn1nccc1C(=O)NCCN1C(=O)OC(C)(C)C1(C)O (configuration not stated)	81.1
O=C(NCC1CCCO1)c1c(O)c2ccccc2[nH]c1=O (configuration not stated)	95.2
COc1ccc(-c2coc3cc(O)ccc3c2=O)cc1OC	63.0
C=C(C)Cn1c(CCCNC(=O)CC)nc2ccccc21	93.4
Cc1sc2ncnc(SCC(=O)c3cccs3)c2c1C	84.9
C=CCNC(=O)CCCOc1cc(C)ccc1C	89.4

(more compounds)
SMILES	SKBR3 24h inh
Cc1ccc(N2C(=O)c3ccc(C(=O)NCCN4CCOCC4)cc3C2=O)cc1	80.2
CCCCOC(=O)c1ccc(NC(=O)c2cnc3n(c2=O)CCS3)cc1	73.2
CC(C)Cn1c(-c2ccccc2F)n[nH]c1=S	82.5
COc1ccc(CCNC(=O)COc2ccc(S(=O)(=O)N3CCOCC3)cc2)cc1OC	96.9
Cn1nnnc1SCc1ccc(C(=O)Nc2nccs2)cc1	88.8
Nc1nnc(Cc2ccc(Cl)c(Cl)c2)s1	120.5
COc1cccc(-c2nnc(SCC(=O)Nc3cc(C)on3)o2)c1	90.2
COc1ccc(N2CCn3c2nc2c3c(=O)n(CCc3ccccc3)c(=O)n2C)cc1	93.8
CCc1c(C)sc(NC(=O)c2ccc(Br)o2)c1C(=O)OC	83.5
C=CCN1C(=NC(=O)CCCC(=O)O)SC2CS(=O)(=O)CC21 (configuration not stated)	97.8
CCN1CCN(C(=O)c2cc3c(=O)n4ccccc4nc3n2Cc2ccccc2)CC1	96.9
CCCn1cc(C(CC(=O)O)C(=O)O)c2ccccc21 (configuration not stated)	94.3
O=C(Nc1ccc2c(c1)ncn2-c1ccccc1)c1ccco1	96.9
Cc1nn(C)cc1/C=N/n1nnnc1N	100.0
O=C(NC1CCS(=O)(=O)C1)OC1CCCCC1 (configuration not stated)	98.4
CC1CCCC(C(=O)O)N1C(=O)CCSC(=O)c1ccccc1 (configuration not stated)	91.5
Cc1ccc(/C(O)=C2\C(=O)C(=O)N(CCCN(C)C)C2c2ccccn2)cc1 (configuration not stated)	92.3
COc1ccccc1C1/C(=C(/O)c2ccc(C)cc2)C(=O)C(=O)N1CC(C)O (configuration not stated)	101.3
CC(=O)Nc1ccc(C2NC(=O)c3ccccc3O2)cc1 (configuration not stated)	87.7
Cc1ccc(C(=O)C2CCNCC2)cc1	80.1
CC(C)Sc1nc(N)c2c3c(sc2n1)CN(C)CC3	72.6
O=C(CCCN1C(=O)c2ccccc2C1=O)Nc1nncs1	89.8
CCCOc1ccc(N2C(=O)CC(N3CCC(c4nncn4CC)CC3)C2=O)cc1 (configuration not stated)	93.5
O=C1c2oc3ccccc3c(=O)c2C(c2cccs2)N1CCCN1CCOCC1 (configuration not stated)	105.3
CCn1cc(C(=O)NC2CCc3ccccc32)c(=O)c2ccc(C)nc21 (configuration not stated)	102.7
O=C(Cn1nc(-c2ccccc2)c2ccccc2c1=O)NCC1CCCO1 (configuration not stated)	94.3
CCOC(=O)c1cnc(SCc2nc(N)nc(Nc3ccc(C)cc3)n2)nc1N	90.1
CCc1nnc(NC(=O)CSc2nnc(-c3ccoc3C)n2-c2ccccc2)s1	74.0
CC(=O)N1CCN(c2ccc(NCc3ccc(C)cc3)cc2)CC1	101.2
Nc1nnc(SCc2ccc3c(c2)OCO3)s1	95.5
COc1ccc2oc(=O)c(C(=O)N3CCN(C45CC6CC(CC(C6)C4)C5)CC3)cc2c1	111.9
CCCc1cc(=O)n2[nH]c(SCc3ccccc3)nc2n1	95.9
O=C(Nc1ccccc1)c1ccc(NCc2cccnc2)c(S(=O)(=O)N2CCOCC2)c1	87.9
CC(=O)NC1CCC(C(=O)O)(c2ccccc2)C1 (configuration not stated)	92.3
O=c1oc(-c2ccco2)nc2c1cnn2-c1ccccc1	76.0
CC(O)c1nc2ccc(Cc3ccc4nc(C(C)O)[nH]c4c3)cc2[nH]1 (configuration not stated)	67.9
COCCOC(=O)c1[nH]c2c(c1C)C(=O)CC(c1ccc(N(C)C)cc1)C2 (configuration not stated)	75.0
COC(=O)C(CCSC)NC(=O)C(NC(=O)C1CCC(C)CC1)C(C)C (configuration not stated)	67.7
Nc1nc(-c2ccccc2)nc(-c2ccccc2O)n1	69.0
O=C(CSc1nc(N2CCCCC2)nc(N2CCCCC2)n1)N1CCc2ccccc21	94.0
CC(C)OCC(O)CN1CCN(CC(O)COc2ccc3c(c2)OCO3)CC1 (configuration not stated)	90.8
CCCNC(=O)c1ccc2c(c1)ncn2-c1ccccc1OC	75.6
Cc1nnc(SCC(=O)NC2CC2)n1CCc1ccccc1	84.9
COc1ccc(C2NC3=C(CCC3)C3(C#N)C(OC)(OC)N=C(N)C23C#N)cc1 (configuration not stated)	94.6
COCCOC(=O)c1c(C)n(C)c2ccc(OC(=O)N3CCOCC3)cc12	92.5
Cc1ccc(-n2ncc3c2ncn2c(-c4ccncc4)nnc32)cc1	95.8
Cc1ccc2cc(COC(=O)c3ccncc3)c(=O)[nH]c2c1	82.3
O=C(NCC1CCCO1)c1cccnc1Nc1ccccc1F (configuration not stated)	101.1
Cc1ccc(C2=Nc3ccccc3NC(C)(c3ccc(C)o3)C2)o1 (configuration not stated)	79.1
CC1(C(=O)O)CCC(C(=O)N2CCOCC2)C1(C)C (configuration not stated)	87.5
O=C(c1coc(=O)c(Br)c1)N1CCCc2ccccc21	84.8
CC(C)N(Cc1nc(-c2ccccc2)no1)C(=O)c1ccc2c(c1)OCO2	75.8
CCSc1oc(-c2ccco2)nc1S(=O)(=O)c1ccc(F)cc1	90.0
OCCN1CCN(c2nc(-c3ccccc3)c3cc(Cl)ccc3n2)CC1	81.1
COC(=O)c1ccc(NC(=O)C23CCC(C)(C(=O)O2)C3(C)C)cc1 (configuration not stated)	81.9
O=C(OCc1cccs1)c1ccccc1NS(=O)(=O)c1ccc2c(c1)OCCO2	78.7
COc1ccc(N=c2oc3cc(O)ccc3cc2C(=O)NCC2CCCO2)c(OC)c1 (configuration not stated)	95.1
COc1ccc(OC)c(-c2nc(C)sc2CC(=O)O)c1	116.5
CCc1nc(SCC(=O)N2CCCC2)c2ccccc2n1	75.0
CCNS(=O)(=O)c1ccc(NS(=O)(=O)c2cc(C)ccc2C)cc1	111.3

Individual results from the results shown:
Reading of `CCCNC(=O)c1ccc2c(c1)ncn2-c1ccccc1OC` in SKBR3 24h inh: 75.6
Reading of `COCCOC(=O)c1c(C)n(C)c2ccc(OC(=O)N3CCOCC3)cc12` in SKBR3 24h inh: 92.5
Reading of `CC(C)OCC(O)CN1CCN(CC(O)COc2ccc3c(c2)OCO3)CC1` (configuration not stated) in SKBR3 24h inh: 90.8
Reading of `O=C(NCC1CCCO1)c1cccnc1Nc1ccccc1F` (configuration not stated) in SKBR3 24h inh: 101.1
Reading of `CCNS(=O)(=O)c1ccc(NS(=O)(=O)c2cc(C)ccc2C)cc1` in SKBR3 24h inh: 111.3
Reading of `COc1ccc(OC)c(-c2nc(C)sc2CC(=O)O)c1` in SKBR3 24h inh: 116.5
Reading of `Cc1ccc(C2=Nc3ccccc3NC(C)(c3ccc(C)o3)C2)o1` (configuration not stated) in SKBR3 24h inh: 79.1

Following part.
SMILES	SKBR3 24h inh
CCOC(=O)c1snc(-c2ccc(F)cc2)c1N	90.9
CN1CCCC(OC(=O)c2ccc3c(c2)OCCO3)C1 (configuration not stated)	106.7
O=C(CN(C(=O)c1ccco1)c1cccc(F)c1)NCc1ccc(F)cc1	67.0
COc1cccc(CC(NC(C)=O)C(=O)NC2CCN(c3c4c(nc5ncnn35)CCC4)CC2)c1 (configuration not stated)	49.4
Cc1ccc(NC(=O)c2ccco2)cc1C	91.8
Cc1cc(-c2cccnc2)c(C#N)c(SCC#N)n1	80.6
O=C(NCc1ccc(Cl)c(Cl)c1)c1cccnc1	94.4
O=C(c1ccccc1F)N1CCC(O)(c2cccnc2)CC1	95.7
CCCC(=O)n1nc(-c2ccc(Cl)cc2)nc1SC	103.7
COc1ccccc1NC(=O)C1=C(C)Nc2nnnn2C1c1ccncc1 (configuration not stated)	82.9
Cc1ccc(CNC(=O)c2cc3c(=O)n4ccccc4nc3n(CC3CCCO3)c2=N)cc1 (configuration not stated)	99.8
O=C1N(CCCN2C(=O)C3(OCCO3)c3ccccc32)c2ccccc2C12OCCO2	74.1
COc1ccc(Cl)cc1Nc1nc(N2CCCC2)nc(N2CCCC2)n1	100.6
COc1ccc(C(c2nnnn2C(C)(C)C)N2CCN(c3nc4ccccc4s3)CC2)cc1OC (configuration not stated)	107.9
CCCOc1cccc(C2/C(=C(/O)c3ccccc3)C(=O)C(=O)N2CCN(C)C)c1 (configuration not stated)	108.2
CC(=O)Nc1nnc(S(N)(=O)=O)s1	85.8
Cc1cnc(C(=O)Nc2ccccc2-c2nnn(CC(=O)NC3CCCC3)n2)cn1	93.3
CCc1nnc(NC(=O)CSc2nnc(CCc3nc4ccccc4[nH]3)n2C)s1	73.9
CCCc1cc(=O)[nH]c(=S)[nH]1	97.7
COc1ccc(C)cc1NC(=O)CCC(=O)Nc1ccc2nc(N3CCN(C)CC3)cc(C)c2c1	73.3
FC(F)(F)c1cccc(NCc2cn3cccnc3n2)c1	149.1
CCOC(=O)CSCC(=O)Nc1cc(C)ccc1C	99.0
C=CCn1sc(=N)c(C#N)c1N	78.2
CCn1nnc(NC(=O)c2cc(Cl)c(OC)c(Cl)c2)n1	91.2
c1ccc2c3c(cc(N4CCOCC4)c2c1)OC1(N2CCOCC2)CCCCC1O3 (configuration not stated)	66.6
CCOC(=O)c1ccc(N2C(=O)CC(N3CCOCC3)C2=O)cc1 (configuration not stated)	103.2
CCOc1ccc(NC(=O)CC2NCCNC2=O)cc1 (configuration not stated)	104.9
CC(=O)Nc1ccn(Cc2c(F)cccc2Cl)n1	88.0
C=CCc1cccc(CNc2nc3ccccc3n2CCN2CCOCC2)c1O	82.7
Cn1c(SCc2cccc(F)c2)nnc1-c1ccccn1	80.6
CC(C)OC(=O)CC(=O)CSc1nc2c(cc1C#N)CCC2	117.6
CCc1nnc(NC(=O)CN2CCN(c3ccccc3OC)CC2)s1	100.3
Cc1nnc(NC(=O)CSc2nnnn2Cc2ccccc2)s1	83.8
O=C(Nc1cccc(F)c1)N1CC=C(n2c(=O)[nH]c3ccccc32)CC1	46.9
CCCCC1CCC(C(=O)NC2CCS(=O)(=O)C2)CC1 (configuration not stated)	122.2

Reprinted from above, four compounds:
SMILES	SKBR3 24h inh
CC(=O)Nc1ccn(Cc2c(F)cccc2Cl)n1	88.0
C=CCc1cccc(CNc2nc3ccccc3n2CCN2CCOCC2)c1O	82.7
Cn1c(SCc2cccc(F)c2)nnc1-c1ccccn1	80.6
CC(C)OC(=O)CC(=O)CSc1nc2c(cc1C#N)CCC2	117.6
